AID2073 – disruptors of CaV2.2 binding to Mint1 – biochemical, HTRF (AID 2073); HTRF protein-protein interaction, Mint1-CaV2.2; higher % means a stronger effect; inhibition, % at 20 µM; hits with a dose series show IC50 in µM; 290,000 compounds, 0.19% hits; in the data active = inhibition mostly above about 51%, no sharp cut-off; inconclusive = no clear call, values can overlap the other calls; inactive = mostly below about 53%; note: some results filed as inactive read as strong as hits
LYP phosphatase – inhibitors of LYP phosphatase, biochemical, fluorescence intensity, uHTS (AID 1779) | 290,000 compounds, 0.054% hits | one-dose inhibition, % at 11.5 µM; IC50 in µM for titrated hits | recombinant LYP phosphatase, fluorescence intensity; higher % means a stronger effect;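 note: plate controls were vehicle with enzyme for no effect and no enzyme for full effect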
Siah-1 displacement – Siah-1 peptide-binding antagonists, primary screen, biochemical, fluorescence polarization, rhodamine-plectin, uHTS (AID 1817); displacement, % at 20 µM, or IC50 in µM where a hit was titrated; 290,000 compounds, 0.02% hits; Siah-1 / rhodamine-plectin peptide fluorescence polarization; higher % means a stronger effect;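 active = displacement of at least 50% at 20 µM, with a fluorescence ratio check between 0.3 and a set limit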;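 note: plate controls were Siah plus tracer with DMSO for no effect and tracer alone without Siah for full effect; strong numbers were not always called active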
Lipid droplet – hepatic lipid droplet formation modulation. inhibition, % at 6.5 µM. AID 1656. 240,000 compounds, 0.4% hits. AML12 mouse hepatocytes, oleate lipid droplets, BODIPY imaging;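 active = lipid droplet intensity inhibited by at least 50%, with more than 500 cells counted; inconclusive = wells with under 300 cells, treated as cytotoxic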
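Assay system: AML12 mouse liver cells | Compound: 6.5 µM single-point dosing | Schedule: Overnight exposure | Technique: Fluorescence imaging, 20x objective, two fields per well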
HIV peptide binding – cell-free HIV fusion peptide-binding blockers – biochemical, uHTS, fluorescence dequenching, primary screen (AID 1986); inhibition, % at 20 µM; hits with a dose series show IC50 in µM; cell-free peptide binding, fluorescence dequenching, 30 min; higher % means a stronger effect; 290,000 compounds, 0.3% hits; in the data active = inhibition mostly above about 52%, no sharp cut-off; inactive = mostly below about 76%; note: some results filed as inactive read as strong as hits
Myeloid diff MLP – compounds promoting myeloid differentiation | ER-HoxA9 myeloid progenitors, lysozyme-GFP differentiation, flow cytometry | calls only at 10 µM | 360,000 compounds, 1% hits | AID 624256;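 active = normalized GFP-positive differentiation at or above the plate's own cutoff, the solvent-only control mean plus 3 SD; inconclusive = no clear call, values can overlap the other calls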;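 note: cells exposed to compound for four days before flow analysis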
HEK293 NOD2/NF-kB – inhibition of NOD2-driven NF-kB reporter – cell-based, luminescence, uHTS, HEK293 (AID 1566); HEK293 NOD2/NF-kB luciferase reporter, luminescence; higher % means a stronger effect; inhibition, % at 4 µM; hits with a dose series show EC50 in µM; 290,000 compounds, 0.63% hits; note: many of its hits are not listed in these tables
XIAP displacement – small molecules displacing peptide from XIAP – biochemical, IAP family, fluorescence polarization (AID 1018); XIAP BIR domain, fluorescence polarization peptide displacement; higher % means a stronger effect; displacement, % at 20 µM; hits with a dose series show IC50 in µM; 200,000 compounds, 0.007% hits; in the data active = displacement above about 50%; note: a part of the inactive calls stands beside numbers as strong as those of hits
Dengue-2 NS5 capping – flavivirus cap methylation enzyme inhibition – biochemical, confirmation dose response, primary screen (AID 588689); Dengue-2 NS5 methyltransferase capping enzyme assay, biochemical; higher % means a stronger effect; one-dose inhibition, % at 25 µM; IC50 in µM for titrated hits; 340,000 compounds, 0.3% hits; in the data active = a potency from the dose series; inconclusive = inhibition above about 29% without an active follow-up result
Lipid droplet cells 6.5 µM – further read-out of Lipid droplet, marked with its call; cell count; measured here: cell count, cytotoxicity flag;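 cells counted across two imaged fields per well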
Dengue-2 NS5 capping pilot replicate – also measured in Dengue-2 NS5 capping; calls as there; inhibition, %; measured here: pilot screen replicate inhibition
Myeloid diff MLP GFP+ MAC1+ % – also measured in Myeloid diff MLP; calls as there; GFP+ MAC1+ double positive, %; measured here: differentiation confirmed by MAC1 staining
The depositor's hits bear a star; i = inactive; ? = inconclusive; . = no result given; + = active, no number. Cut-off read from the data, not from the text of the source, unless noted: active = inhibition above about 50%; inactive = the rest. The list is partial; the hit share may differ from the screen's.

The first 7 records (preview)
SMILES	AID2073	LYP phosphatase	Siah-1 displacement	Lipid droplet	Lipid droplet cells 6.5 µM	HIV peptide binding	Myeloid diff MLP	Myeloid diff MLP GFP+ MAC1+ %	HEK293 NOD2/NF-kB	XIAP displacement	Dengue-2 NS5 capping	others
CCn1c(C)c2c([n+]1CC)CC(C)(C)CC2=O	5.5%	-4.5%	1.5%	-4.5	737	-0.1%	i	0.9	5.8%	-3.5%	-1.7%
CCCN1CCN(CC(=O)Nc2nncs2)CC1	14.1%	-5.4%	12.6%	-0.2	812	0.8%	i	0.4	5.6%	.	2.9%
C=C(C)CN1C(=O)c2ccccc2C1=O	-2.2%	-0.1%	2.3%	24.4	808	-0.2%	i	7.6	3.8%	-5.5%	2.0%
Cc1ccc(C)c(S(=O)(=O)NCc2ccc(C(=O)N3CCOCC3)cc2)c1	-3.9%	-12.2%	-2.2%	-7.3	705	-0.2%	?	.	3.8%	.	-2.9%
Cc1cc(C)c(C)c(OCC(=O)NCC2CCCO2)c1 (centres undefined)	-2.5%	-0.2%	6.3%	-3.3	678	0.1%	i	1.2	-2.3%	-2.6%	3.8%
CN(C(=O)c1ccc(N2CCOCC2)c([N+](=O)[O-])c1)C1CCCCC1	2.0%	-8.3%	6.3%	-9.0	723	-2.1%	i	0.0	12.2%	.	1.7%
O=C(NNC1=NCCC1)c1cccc(S(=O)(=O)N2CCOCC2)c1	1.2%	-7.3%	1.9%	5.5	661	0.5%	i	0.5	5.9%	-0.9%	5.4%

This part in full, from the first entry:
SMILES	AID2073	LYP phosphatase	Siah-1 displacement	Lipid droplet	Lipid droplet cells 6.5 µM	HIV peptide binding	Myeloid diff MLP	Myeloid diff MLP GFP+ MAC1+ %	HEK293 NOD2/NF-kB	XIAP displacement	Dengue-2 NS5 capping	others
CCn1c(C)c2c([n+]1CC)CC(C)(C)CC2=O	5.5%	-4.5%	1.5%	-4.5	737	-0.1%	i	0.9	5.8%	-3.5%	-1.7%
CCCN1CCN(CC(=O)Nc2nncs2)CC1	14.1%	-5.4%	12.6%	-0.2	812	0.8%	i	0.4	5.6%	.	2.9%
C=C(C)CN1C(=O)c2ccccc2C1=O	-2.2%	-0.1%	2.3%	24.4	808	-0.2%	i	7.6	3.8%	-5.5%	2.0%
Cc1ccc(C)c(S(=O)(=O)NCc2ccc(C(=O)N3CCOCC3)cc2)c1	-3.9%	-12.2%	-2.2%	-7.3	705	-0.2%	?	.	3.8%	.	-2.9%
Cc1cc(C)c(C)c(OCC(=O)NCC2CCCO2)c1 (centres undefined)	-2.5%	-0.2%	6.3%	-3.3	678	0.1%	i	1.2	-2.3%	-2.6%	3.8%
CN(C(=O)c1ccc(N2CCOCC2)c([N+](=O)[O-])c1)C1CCCCC1	2.0%	-8.3%	6.3%	-9.0	723	-2.1%	i	0.0	12.2%	.	1.7%
O=C(NNC1=NCCC1)c1cccc(S(=O)(=O)N2CCOCC2)c1	1.2%	-7.3%	1.9%	5.5	661	0.5%	i	0.5	5.9%	-0.9%	5.4%
CCOC(=O)c1sc2nccc(N(C)C)c2c1N=CNOC	28.5%	-7.3%	-1.4%	10.3	774	2.9%	i	0.8	24.4%	-6.5%	-0.7%
CCn1c(CCNC(=O)c2ccc(OC)c(OC)c2)nc2ccccc21	0.7%	-1.7%	25.8%	10.3	726	2.2%	i	0.7	21.1%	-6.3%	-3.2%
CCN1C(=O)c2n[nH]c(C(=O)OC)c2C1=O	0.5%	0.1%	-7.0%	.	.	-3.0%	i	0.9	-7.0%	-0.8%	-5.4%
COC(=O)c1ccc(COC(=O)CNC(=O)c2ccc(-c3ccccc3)cc2)cc1	28.6%	-2.3%	12.0%	-9.5	672	-1.1%	i	0.8	-37.0%	-1.1%	-6.2%
N/C(=N\OC(=O)CCCc1ccccc1)c1cccc([N+](=O)[O-])c1	-0.4%	-3.9%	3.1%	-0.2	648	6.6%	i	0.0	-2.9%	-3.6%	-7.2%
Nc1ccc(S(=O)(=O)c2ccc(N)cc2)cc1	-1.2%	-1.5%	-0.2%	6.6	739	-0.6%	i	5.9	14.1%	-8.3%	1.5%
O=C(CSc1nnc2ccccn12)N1CCc2ccccc21	-0.5%	5.4%	-2.7%	6.3	643	-0.3%	i	0.8	-15.2%	-11.4%	-2.2%
Cc1cc(O)cc(O)c1C(=O)Cc1ccccc1	-1.6%	-4.5%	-1.1%	-7.1	657	-0.8%	i	0.4	-9.0%	-5.7%	-1.5%
C=C(C)c1cccc(C(C)(C)NC(=O)NCc2ccncc2)c1	-5.0%	-11.6%	-2.8%	-8.4	717	1.2%	i	0.5	4.4%	-1.1%	1.5%
S=C(NCCC1=CCCCC1)Nc1ccccc1	0.8%	-1.1%	5.9%	.	.	0.1%	i	0.9	-71.7%	-25.6%	2.7%
O=C(Cc1ccc(Cl)cc1)N1CCN(c2ccccc2)CC1	-1.7%	-8.4%	-3.1%	-20.8	395	-2.7%	i	0.2	-22.3%	.	-4.6%
COc1ccccc1N1CCN(S(=O)(=O)c2cn(C)cn2)CC1	0.1%	-11.4%	-3.4%	-2.5	709	-0.7%	i	4.5	4.0%	.	-6.2%
O=C(Nc1ccccc1NC(=O)c1c(F)cccc1F)c1c(F)cccc1F	0.7%	-15.4%	-5.7%	-31.6	817	-0.9%	i	0.7	14.0%	.	1.3%
O=c1[nH]c(NC2CCN(S(=O)(=O)c3ccccc3C(F)(F)F)CC2)nc2c1CCCC2	22.4%	-9.8%	10.1%	6.9	786	-0.3%	i	0.3	35.6%	.	0.0%
CCOC(=O)CC1C(=O)NCCN1S(=O)(=O)c1ccc(OC)cc1 (centres undefined)	1.5%	-7.8%	3.7%	4.7	689	0.7%	i	0.3	-0.8%	-2.5%	-9.8%
Cc1c(N)cc[n+](CC(=O)c2ccccc2)c1C	?	-1.1%	1.0%	-0.5	717	-0.2%	?	.	11.4%	-8.4%	-8.0%
CCCOc1ccc(C(=O)Nc2ccc(N3CCN(C(C)=O)CC3)cc2)cc1	-3.2%	-9.5%	0.2%	-4.8	726	-0.5%	i	0.7	13.9%	-4.2%	1.6%
Cc1cc(O)c(C(C)C)cc1N=C1CSC(=O)N1	-13.7%	-4.6%	-2.1%	.	.	4.1%	i	0.4	13.0%	-5.8%	27.1%
More structures
SMILES	AID2073	LYP phosphatase	Siah-1 displacement	Lipid droplet	Lipid droplet cells 6.5 µM	HIV peptide binding	Myeloid diff MLP	Myeloid diff MLP GFP+ MAC1+ %	HEK293 NOD2/NF-kB	XIAP displacement	Dengue-2 NS5 capping	others
Cc1nn(CCCC(=O)Nc2cccnc2)c(C)c1[N+](=O)[O-]	3.1%	-3.3%	13.0%	-11.5	691	-0.9%	i	0.4	5.6%	1.1%	-7.0%
CCOC(=O)c1oc2ccc(CNC3CCCCC3)c(Cl)c2c1C	13.1%	-4.8%	5.1%	-19.8	697	0.3%	+	7.5*	-18.9%	1.7%	3.4%
N#CCN1CCC(c2cc(-c3ccco3)n[nH]2)CC1	44.9%	-6.1%	4.8%	9.3	691	9.2%	.	.	3.9%	-3.1%	.
COc1ccccc1C(=O)NC(=S)Nc1ccc(NC(=O)c2cccs2)cc1	3.2%	8.2%	41.9%	-8.1	641	-3.5%	i	0.5	25.9%	-3.7%	-5.8%
Cn1c(C(=O)OC(C(=O)NCC2CCCO2)c2cccnc2)cc2sccc21 (centres undefined)	2.1%	2.9%	-2.6%	0.5	679	-1.0%	i	0.3	18.1%	-8.2%	-5.5%
CCOC(=O)N1CCC(NC(=O)c2cc(C(=O)NCc3cccc(Cl)c3)ccc2CO)CC1	0.7%	-6.9%	4.4%	15.0	765	0.9%	i	1.1	10.9%	1.4%	6.4%
COc1cccc(-c2cc3nc4c(c(NCC(C)(C)CN(C)C)n3n2)CCCC4)c1	8.1%	4.5%	-3.1%	3.9	653	-2.2%	i	0.4	0.5%	-2.3%	4.7%
NCCCC[C@@H](C(=O)N1CCNCC1)n1cc([C@@H](N)CO)nn1	3.4%	-5.7%	12.0%	-2.2	663	0.7%	i	2.7	8.5%	-2.8%	-1.6%
CC1CN(C(=O)c2ccccc2Oc2ccccc2)CC(C)O1 (centres undefined)	-9.5%	-8.1%	-0.5%	5.2	726	1.0%	i	0.0	3.6%	-7.0%	-7.1%
Cc1cccc(OCC(=O)NCC(=O)N/N=C/c2ccc(O)cc2O)c1	5.6%	-4.9%	-5.5%	22.3	749	-1.2%	i	0.4	17.8%	.	5.0%
CC(C)N(C(=O)CSc1nc2ccccc2n1Cc1ccc(F)cc1)C(C)C	13.2%	-5.5%	1.8%	-47.6	705	1.0%	i	0.0	15.2%	1.0%	-3.2%
CCOCCn1c(=O)c2c(nc3n2CC(C)CN3Cc2ccccc2)n(C)c1=O (centres undefined)	-8.1%	-7.0%	8.4%	0.9	754	-0.8%	i	2.2	-3.4%	.	4.4%
COc1ccc(C)cc1NC(=O)CN1CCN(c2ccccc2F)CC1	-7.5%	-0.1%	2.7%	-33.3	796	-0.7%	i	0.0	4.9%	2.7%	-2.0%
CCOC(=O)c1ccc(NC(=O)C2=C(C)Nc3nc(CCCO)nn3C2c2cccc(C)c2)cc1 (centres undefined)	2.3%	-6.2%	1.0%	.	.	2.0%	i	1.7	3.8%	-3.3%	-4.4%
Cc1ccc(C(=O)C(OC(=O)COc2ccccc2C)c2ccccc2)cc1 (centres undefined)	4.2%	5.5%	5.8%	.	.	-1.1%	i	0.4	1.6%	-10.0%	-7.5%	Dengue-2 NS5 capping pilot replicate=0.3
CNC(=O)COC(=O)c1cc(SC)ccc1Cl	-2.0%	-2.9%	-0.2%	1.0	703	-0.7%	+	1.5*	7.2%	-6.8%	-3.7%
c1ccc(SCc2nc3ccccc3[nH]2)cc1	-4.9%	-7.4%	-3.0%	.	.	-0.2%	i	1.6	-57.9%	-2.5%	2.5%
CCC(=O)NC(O)C(=O)c1ccc(C)cc1 (centres undefined)	5.8%	-2.7%	0.8%	-1.1	768	1.0%	i	0.5	-23.1%	-6.8%	-10.4%
O=C(OCc1nnc(-c2ccccc2)o1)c1ccc(S(=O)(=O)NCc2ccco2)cc1	-3.6%	3.5%	-0.4%	-1.0	690	3.7%	i	0.9	-3.4%	1.8%	-11.4%
c1ccc2c(c1)nc(NCC1CCCO1)c1nnnn12 (centres undefined)	6.3%	14.0%	-1.0%	4.6	722	6.1%	i	1.2	6.9%	5.2%	5.6%
O=C(c1ccco1)N1CCN(Cc2nnc(-c3ccccc3)o2)CC1	12.0%	-8.3%	6.0%	0.7	819	1.5%	?	.	-1.3%	.	-8.5%

Screening data from PubChem.
